p53 reactivation: mutant p53 re-activation in reporter cells; Potency, µM (titrated, usually from 92.2 µM), without a hit: at the highest dose activity change, positive = activation, hits mostly activators; 320,000 tested, 0.063% active; H1299 p53-A138V BP100-luciferase reporter, luminescence, 24 h; AID 504706; further: % of control where 0% means no effect; nearly all actives have a fitted effect of over 45% in size
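p53-null H1299 cells stably carrying temperature-sensitive p53-A138V and a BP100-luciferase reporter were pinned with compounds (4-point, 1:5 series) and held 24 hrs at 37 deg C. Luminescence was read 10 min after detection reagent.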
FLuc modulator: counter-screen for miR-21 project: firefly luciferase inhibitors or activators | 360,000 tested, 6.9% active | Potency, µM (top dose mostly 57.5 µM), inactives show top-dose activity change, negative = inhibition, most hits filed as inhibitors | purified FLuc, Km substrates, luminescence inhibition | P08659;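 further: plate controls were vehicle for no effect and reference inhibitor for full effect; nearly all actives have a fitted effect of over 55% in size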
Target sequence (P08659 whole entry, looked up): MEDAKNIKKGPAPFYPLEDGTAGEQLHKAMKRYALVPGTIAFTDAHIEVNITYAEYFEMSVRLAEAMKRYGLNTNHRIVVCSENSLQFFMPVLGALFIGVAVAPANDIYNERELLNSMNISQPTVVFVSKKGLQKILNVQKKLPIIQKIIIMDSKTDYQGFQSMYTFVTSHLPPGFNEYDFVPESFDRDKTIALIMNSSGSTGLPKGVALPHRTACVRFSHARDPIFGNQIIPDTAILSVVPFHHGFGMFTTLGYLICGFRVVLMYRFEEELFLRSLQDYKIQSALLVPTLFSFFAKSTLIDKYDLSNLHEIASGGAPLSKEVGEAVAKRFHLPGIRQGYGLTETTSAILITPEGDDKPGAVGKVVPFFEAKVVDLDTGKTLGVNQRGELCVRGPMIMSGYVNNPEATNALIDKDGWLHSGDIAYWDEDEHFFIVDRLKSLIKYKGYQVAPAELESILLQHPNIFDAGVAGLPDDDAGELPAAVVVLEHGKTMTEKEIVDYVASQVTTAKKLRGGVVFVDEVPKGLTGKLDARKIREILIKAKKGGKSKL
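Purified P. pyralis luciferase (10nM final) with 10uM D-luciferin and 10uM ATP (Km levels) in 50mM Tris acetate pH 7.5, 10mM Mg acetate, 0.01% Tween-20, 0.05% BSA; qHTS 6-point titration, ~60 µM downward; luminescence read.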
uPA generation: cell surface uPA generation inhibition. 330,000 tested, 0.31% active. Potency, µM (series often up to 38.3 µM), for the others: at the highest dose activity change, negative = inhibition, most hits filed as inhibitors. cell surface uPA generation assay, qHTS; active means well fitted inhibition curve with a large enough effect; inconclusive means small, poorly fitted or top-dose-only effect; inactive means no such curve, though single readings can be large or run the other way; tested in mouse RAW 264.7 cells; further: on the % scale 0 is the no-effect control and ±100 the full control effect; nearly all actives have a fitted effect of over 55% in size
ELG1 genotoxic: genotoxicity induction in ELG1-luciferase HEK293T cells; HEK293T ELG1-luciferase reporter, luminescence, 16 h; Potency, µM (doses to about 46 µM), for the others: at the top dose activity change, positive = activation, actives largely listed as activators; 330,000 tested, 1.3% active; AID 504466; further: % of control where 0% means no effect; nearly all actives have a fitted effect of over 60% in size
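Luminescence read-out: rising ELG1-luciferase signal, reflecting elevated ELG1 protein under genetic stress, flags genotoxic compounds. Cells were treated for 16 hr at 37 °C before ONE-Glo detection.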
Rab9 prom act: activators of Rab9 promoter; Potency, µM (highest dose often 9.22 µM), for the others: at the top dose activation, negative = inhibition, hits mostly activators; Huh7 Rab9 promoter-luciferase reporter, luminescence, 24 h; 320,000 tested, 2.8% active; further: % of control where 0% means no effect; nearly all actives have a fitted effect of over 60% in size
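Luminescence read-out: Huh7 cells stably expressing Rab9-luciferase, treated 24 h with compound at 37 °C, then lysed with luciferase reagent for 10 min at ambient before reading.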
RORg inh: blocks mouse ROR gamma transcriptional activity; P51450; Drosophila S2 Gal4-RORgamma UAS-luciferase reporter, 20 h; Potency, µM (doses to about 53.6 µM), for the others: at the highest dose activity change, negative = inhibition, most hits filed as inhibitors; 310,000 tested, 5.4% active; AID 2551; further: on the % scale 0 is the no-effect control and ±100 the full control effect; nearly all actives have a fitted effect of over 60% in size
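Read-out: Photinus luciferase luminescence; inhibitors lower reporter signal. Insect Schneider cells with Gal4-ROR gamma fusion under metallothionein promoter, UAS reporter; 700 uM final copper sulfate induction, 20 hr, ambient temperature.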
MBNL1 CUG block: blocks human MBNL1 binding to CUG repeat RNA; Q9NR56; TR-FRET MBNL1-His/biotin-(CUG)12 binding, 665/545 ratio; Potency, µM (top dose mostly 57.5 µM), for inactives: at the highest dose activity change, negative = inhibition, most hits filed as inhibitors; 280,000 tested, 0.036% active; AID 2675; active means well fitted inhibition curve with a large enough effect in the signal ratio, with a control signal flat, not every such curve was filed as active; inconclusive means small, poorly fitted or top-dose-only effect, or effect the other way, or a change in a side signal; inactive means no such curve, though single readings can be large or run the other way; the % refers to the signal ratio; further: on the % scale 0 is the no-effect control and ±100 the full control effect
Target sequence (Q9NR56 whole entry, looked up): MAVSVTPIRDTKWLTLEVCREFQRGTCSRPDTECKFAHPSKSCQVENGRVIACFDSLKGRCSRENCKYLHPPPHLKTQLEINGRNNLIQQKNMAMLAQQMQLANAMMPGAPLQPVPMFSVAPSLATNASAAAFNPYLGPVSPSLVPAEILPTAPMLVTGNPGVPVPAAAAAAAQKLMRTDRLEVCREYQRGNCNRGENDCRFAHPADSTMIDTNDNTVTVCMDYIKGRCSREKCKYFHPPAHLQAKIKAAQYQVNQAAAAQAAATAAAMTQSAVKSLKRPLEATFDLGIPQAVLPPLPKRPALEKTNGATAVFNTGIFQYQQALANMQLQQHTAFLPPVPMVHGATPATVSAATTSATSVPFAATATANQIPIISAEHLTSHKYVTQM
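Compounds (final 92 nM to 58 uM) are added to His-tagged MBNL1 and biotin-(CUG)12, then terbium anti-His antibody and streptavidin-XL665 (5 nM final). After 60 min at room temperature, the 665/545 nm ratio is read.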
BRCA1 expr act: increases BRCA1 expression; MCF7-BRCA1-FFLuc reporter, luminescence, 48 h; response scale: scaled: vehicle 0%, 10 µM genistein 100%; Potency, µM (highest dose often 46.1 µM), without a hit: at the highest dose activation, usual class: activators; 380,000 tested, 1.1% active; AID 624202; further: nearly all actives have a fitted effect of over 80% in size; some results filed as inactive show a strong effect at the top dose
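First, MCF7-BRCA1-FFLuc cells (2000/well) attach for 2 h; next, compounds are pin-added and incubated 48 h at 37 °C; finally, luciferase reagent is added and luminescence read after 15 min.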
NPC1 promoter act: NPC1 promoter activation. Huh7 NPC1 promoter luciferase reporter, 24 h. Potency, µM (highest dose often 9.22 µM), for inactives: at the highest dose activation, actives largely listed as activators. 320,000 tested, 2.4% active;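 further: % of control where 0% means no effect; nearly all actives have a fitted effect of over 60% in size; reporter is driven by a mutant NPC1 promoter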
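Stable NPC1-promoter luciferase Huh7 line; cpd (DMSO) 24 h, 37 °C, 5% CO2; Amplite luciferase reagent 10 min RT; luminescence readout. qHTS format.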
VP16 counter: counter-screen for ROR gamma inhibitors: Gal4-VP16 reporter; Drosophila S2 Gal4-VP16 UAS-luciferase, luminescence, 20 h; Potency, µM (top dose mostly 53.6 µM), for inactives: top-dose activity, negative = inhibition, hits mostly inhibitors; 310,000 tested, 3.5% active;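 further: Gal4-VP16 expression switched on by copper sulfate through the metallothionein promoter; on the % scale 0 is the no-effect control and ±100 the full control effect; nearly all actives have a fitted effect of over 50% in size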
* = called active by the depositor; u = inconclusive; x = no result given; & = joins results of further samples; [ ] = another dose, or the depositor's remark. Unless noted, the call rests on the fitted dose curve; in most records, active means well fitted curve in the direction sought with a large enough effect; inconclusive means small, poorly fitted or top-dose-only effect, or another doubt; inactive means no such curve, though single readings can be large; an effect the other way counts as inactive or inconclusive. Potency means the concentration at half of the fitted maximal effect.

Results follow in this order: p53 reactivation | FLuc modulator | uPA generation | ELG1 genotoxic | Rab9 prom act | RORg inh | MBNL1 CUG block | BRCA1 expr act | NPC1 promoter act | VP16 counter
1) O=C(NCCc1cccc(F)c1)C1CCN(S(=O)(=O)c2ccccc2)CC1
  -3% | 0% | 4% | -2% | -2% | 13% | -8% | -15% | 2% | 5%
2) CC(=O)OCC(OC(C)=O)C(OC(C)=O)C(OC(C)=O)C(=O)Nc1ccccc1C (stereo not given)
  0% | 4% | 1% | -5% | 14% | -11% | 7% | 6% | 12% | 7%
3) Cc1ccc(C)c(NC(=O)C2CCCN2S(=O)(=O)c2ccc3c(c2)n(C)c(=O)c(=O)n3C)c1 (stereo not given)
  -5% | 0%&2% | 15% | 0% | -6% | 15% | -20% | -1% | -5% | 21%
4) C/C(=N/NC(=O)c1cccc(C)c1)c1c(O)cc(C)oc1=O
  30% | u | 4% | 7% | 20% | u | -1% | 51% | -4% | 3.5µM*
5) CN1CCC(=NNC(=O)c2cc(-c3ccc(Cl)cc3)n[nH]2)CC1
  6% | -12% | 1% | 0% | 1% | 23% | x | 10% | 1% | -2%
6) CCOc1cc(CN2CCN(c3ncccn3)CC2)ccc1OC
  0% | -8% | -3% | -4% | 1% | -5% | -20% | 1% | -2% | -2%
7) CS(=O)(=O)Cc1ccc(C(=O)NC2CCCc3ccccc32)cc1 (stereo not given)
  0% | -1% | -3% | 3% | -3% | -3% | -6% | -1% | -3% | 3%
8) CCOc1ccccc1N(CC(=O)OC)S(C)(=O)=O
  -3% | -1% | -10% | 2% | 8% | -21% | -6% | -5% | 0% | -3%
9) CCCCC(=O)Nc1ccc(NC(=S)NC(=O)c2cccs2)cc1OC
  -6% | -2% | 3% | 0% | -2% | 10µM* | -14% | 63% | 1% | u
10) C/C(Cn1nnc([N+](=O)[O-])n1)=N\NC(=O)c1ccc(O)cc1O
  u | u | -5% | -9% | -7% | 0.5µM* | u | -39% | 7% | 2.8µM*
11) CCOC(=O)N1CCN(c2ccc(C(F)(F)F)cn2)CC1
  8% | 0% | 2% | 4% | -1% | 5% | -5% | 4% | -8% | -1%
12) CNCCCC1Sc2ccccc2Oc2ccccc21 (stereo not given)
  -8% | 0% | 4% | -13% | -12% | -13% | u | -37% | -6% | 3%
13) C=CCN(CC=C)S(=O)(=O)c1ccc2nc(NC(=O)C3CCCO3)sc2c1 (stereo not given)
  3% | -1% | -15% | -4% | 3% | 12% | x | -40% | -4% | -1%
14) COc1ccc(C(C(C(=O)c2cccs2)N2CCOCC2)N2CCOCC2)cc1OC (stereo not given)
  9% | -2% | -1% | -1% | -5% | u | 10% | -21% | 1% | 12%
15) CCOc1ccc(CCNC(=O)CCC(=O)N2CCOc3ccccc32)cc1OCC
  7% | 0% | -25% | -4% | 4% | 18% | 0% | 12% | -1% | 2%
16) O=C(NCc1cccnc1)c1nc(-c2ccc(C(F)(F)F)cc2)no1
  -1% | -8% | 2% | -7% | -7% | u | 1% | -30% | -3% | 3.2µM*
17) CCCc1cc(-c2[nH]ncc2-c2ccc3c(c2)OCCCO3)c(O)cc1O
  -6% | 0% | -2% | 2% | 0% | u | 5% | -51% | u | u
18) Cc1ccccc1NC(=S)N(C)Cc1cn(C)c2ccccc12
  -7% | 3% | -12% | -3% | 0% | u | x | -7% | -7% | -93%
19) CCCCc1ccc(NC(=O)C(=O)NCCN2CCN(C(=O)c3ccc([N+](=O)[O-])cc3)CC2)cc1
  0% | -3% | -3% | -8% | -10% | u | -7% | -17% | -6% | -12%
20) O=C(CSCc1cccs1)N1CCCC1
  u | u | 6% | 16µM* | u | 5% | -3% | 13µM* | u | 3%
21) CCCN(CCC)C(=O)CC(c1ccccc1)C1CCOC(C)(C)C1 (stereo not given)
  -6% | -2% | 3% | -6% | -4% | -10% | 0% | -5% | 0% | 2%
22) CCOC(=O)CNC(=O)C(CC(C)C)NC(=O)C1CCCCC1 (stereo not given)
  5% | -6% | 2% | -7% | 8% | 1% | 5% | 3% | 4% | -11%
23) CCOC(=O)c1sc2nc(C)nc(NCc3ccccc3)c2c1C
  4% | -11% | 9% | -2% | -1% | 21% | 3% | -2% | -3% | 2%
24) CCOC(=O)C1=C(C)NC2=C(C(=O)CCC2)C1c1coc2ccccc2c1=O (stereo not given)
  -6% | 6% | -1% | 10% | -3% | 7% | -4% | -34% | 6% | -2%
25) CCOC(=O)N1CCN(S(=O)(=O)c2cc(OCC(=O)NC3CCCCC3)c(C)cc2Cl)CC1
  1% | -2% | -6% | -16% | -4% | 28% | -5% | 29%[1.84 µM] | -4% | 10%
26) N#Cc1cccc(NC(=O)c2ccccc2C(=O)O)c1
  -2% | 3% | x | -2% | 3% | 6% | 4% | 1% | 0% | -3%
27) NC(=O)c1ccc(N2CCN(c3ccccc3F)CC2)c([N+](=O)[O-])c1
  -1% | 2% | 4% | -10% | -5% | u | u | -1% | -7% | -18%
28) CC1CCC(NC(=O)CCNC(=O)c2ccc(Br)cc2)CC1 (stereo not given)
  u | u | -9% | u | 2.5µM* | x | x | 4.5µM* | 4.5µM* | x
29) Cc1cccc(NC(=S)N2CCn3cccc3C2c2cccnc2)c1 (stereo not given)
  -2% | 0% | 4% | 0% | 0% | -42% | -5% | -9% | -1% | u
30) CCOc1ccc(S(=O)(=O)N2CCC(C(=O)NC3CCCC3)CC2)cc1
  4% | 2% | 1% | -1% | 1% | -9% | -5% | -8% | -7% | 2%

One compound at a time, as listed above. Values in the order: p53 reactivation, FLuc modulator, uPA generation, ELG1 genotoxic, Rab9 prom act, RORg inh, MBNL1 CUG block, BRCA1 expr act, NPC1 promoter act, VP16 counter
CCOc1ccc(CCNC(=O)CCC(=O)N2CCOc3ccccc32)cc1OCC reads 7%, 0%, -25%, -4%, 4%, 18%, 0%, 12%, -1%, 2%
CCOc1ccc(S(=O)(=O)N2CCC(C(=O)NC3CCCC3)CC2)cc1 reads 4%, 2%, 1%, -1%, 1%, -9%, -5%, -8%, -7%, 2%
NC(=O)c1ccc(N2CCN(c3ccccc3F)CC2)c([N+](=O)[O-])c1 reads -1%, 2%, 4%, -10%, -5%, u, u, -1%, -7%, -18%

Remaining list, next part:
Results follow in this order: p53 reactivation | FLuc modulator | uPA generation | ELG1 genotoxic | Rab9 prom act | RORg inh | MBNL1 CUG block | BRCA1 expr act | NPC1 promoter act | VP16 counter
31) COC(=O)c1ccc(C2C(C(=O)OC(C)C)=C(C)N=C3SCCC(=O)N32)cc1 (stereo not given)
  -7% | 3% | x | -6% | 5% | 7% | 9% | x | 0% | -7%
32) Cc1ccc(C(=O)Nc2cc(=O)n(C)c(=O)n2C)o1
  -2% | 3% | x | 1% | 6% | -22% | -1% | -39% | 0% | -1%
33) CCn1c(SCCOc2ccc(OC)cc2)nnc1C(CO)NC(=O)c1ccc(OC)cc1 (stereo not given)
  1% | 2% | -5% | 2% | -3% | 20% | -3% | -1% | 8% | 11%
34) CCOC(=O)N1CCN(Cc2ccc(OCC(O)CN3CCCCC3)cc2)CC1 (stereo not given)
  28% | 0% | -6% | 1% | -3% | 0% | 2% | 0% | 0% | 0%
35) Cc1ccc2c(c1)C(c1ccccc1)N(C(=O)c1ccccc1)CC(=O)N2 (stereo not given)
  -11% | -1% | 1% | -4% | 1% | 13% | 3% | -3% | 1% | -1%
36) C=CCn1c(NCc2ccccc2)nc2ccccc21
  3% | u | -2% | 0% | 10% | -30% | 7% | 70% | 17% | u
37) COc1ccc(NC(=O)NC(C)(C(F)(F)F)C(F)(F)F)cc1
  1% | -7% | 1% | -2% | -8% | 7% | 4% | 11% | 2% | 1%
38) COc1cc(NC(=O)c2cc(C(C)C)on2)c(OC)cc1Cl
  -3% | -13% | 5% | -9% | 3% | 17% | -3% | -71% | 10% | -1%
39) COc1ccc(OC)c(/C=N/NC(=O)c2cc3c(OC)c(OC)ccc3[nH]2)c1
  -3% | 4.8µM* | -23% | 0% | 3% | 24% | -14% | -18% | -2% | -6%
40) CC(=O)c1cccc(NC(=O)Cn2c(=O)oc3cc(S(=O)(=O)N4CCCC4)ccc32)c1
  -3% | 3%&-8% | 1% | -2% | 0% | 26% | 2% | 15%&2% | -7% | 0%
41) Cn1cnnc1SCC(=O)Nc1ccc(Cl)cc1
  u | -2% | -6% | -5% | 8% | 1% | -8% | 19% | 8% | 15%
42) Cc1nc2sc(C(c3ccc(F)cc3)N3CCN(C(=O)c4ccco4)CC3)c(O)n2n1 (stereo not given)
  -19% | 0% | -2% | -1% | 0% | 0% | -10% | -27% | -7% | 21%
43) O=C(c1cccc(N2C(=O)C3C4C=CC(C4)C3C2=O)c1)N1CCN(c2ccccc2Cl)CC1 (stereo not given)
  -8% | -3% | -25% | -5% | 2% | 28% | 6% | -4% | 1% | -10%
44) COC(=O)C1=CN(c2ccc(OC)cc2)C=C(C(=O)OC)C1c1ccc(C)c([N+](=O)[O-])c1
  -11% | 3% | 7% | 0% | -9% | 24% | 6% | -25% | -8% | 0%
45) COc1cccc(NC(=O)c2cc([N+](=O)[O-])ccc2NC(=O)CNCC2CCCO2)c1 (stereo not given)
  4% | -3% | 4% | -10% | -11% | 24% | u | -56% | 7% | -3%

Screening results from PubChem BioAssay.
